High-throughput results: PubChem BioAssay, several laboratories
Bim-Mcl-1 – inhibitors of Bim-Mcl-1 interaction, human | Bead-based flow cytometry, Bim peptide-Mcl-1 binding | inhibition, % at 10 µM | actives 0.1% (n = 190,000); in the data active means inhibition above about 40%;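 further: 0% = no compound tracer wells and 100% = peptide blocker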
Target sequence (Q07820 whole entry, looked up): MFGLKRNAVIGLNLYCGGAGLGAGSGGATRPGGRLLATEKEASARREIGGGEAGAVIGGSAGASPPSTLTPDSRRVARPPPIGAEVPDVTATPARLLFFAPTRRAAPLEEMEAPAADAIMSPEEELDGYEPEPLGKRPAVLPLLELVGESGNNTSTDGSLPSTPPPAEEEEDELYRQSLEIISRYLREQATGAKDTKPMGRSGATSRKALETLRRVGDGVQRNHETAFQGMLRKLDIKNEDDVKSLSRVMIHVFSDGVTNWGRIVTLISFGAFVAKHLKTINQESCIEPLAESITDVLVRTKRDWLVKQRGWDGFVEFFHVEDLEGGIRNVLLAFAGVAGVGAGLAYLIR
Cdc42 wt – human Cdc42 wildtype GTP binding change, either direction | GST-Cdc42 beads, Bodipy-GTP binding, flow cytometry; actives lie on both sides | percent activity (GTP binding), % at 10 µM | actives 0.2% (n = 190,000);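 active means percent activity GTP binding at least 20 points away from the 100% baseline, either down as inhibitor or up as activator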;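 further: median bead fluorescence of bound Bodipy-FL-GTP at 100 nM; 0% = excess unlabeled GTP control and 100% = no compound control; below 100% means less GTP binding so inhibitor and above means activator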
Target sequence (P60953 whole entry, looked up): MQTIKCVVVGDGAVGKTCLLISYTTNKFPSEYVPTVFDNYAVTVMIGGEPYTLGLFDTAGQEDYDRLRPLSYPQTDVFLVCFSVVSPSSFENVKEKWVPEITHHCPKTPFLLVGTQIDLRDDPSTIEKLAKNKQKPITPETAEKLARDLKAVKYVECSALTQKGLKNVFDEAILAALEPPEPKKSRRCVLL
Mcl1 Bid PPI – Mcl-1/Bid interaction inhibition. Q07820. AID 1021. inhibition, % at 21.7 µM. actives 0.97% (n = 220,000). TR-FRET Mcl-1/Bid-Dy647 peptide binding, 1536-well;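 active means compounds that cut the binding signal by more than half at the single screening dose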;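 further: His-tagged Mcl-1 with europium anti-His antibody binding Bid BH3 peptide; 0% = Mcl-1 plus peptide wells and 100% = peptide-only wells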
HRas wt GTP – modulators of GTP binding to human HRas wildtype. P01112. GST-Ras wt beads, Bodipy-FL-GTP binding, flow cytometry; actives lie on both sides. GTP binding activity, % at 10 µM. actives 0.14% (n = 190,000). AID 759;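 active means GTP binding activity at least 20% away from the 100% baseline, either lowered as inhibitor or raised as activator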;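 further: 0% = unlabeled GTP competition control and 100% = no-compound control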
Target sequence (P01112 whole entry, looked up): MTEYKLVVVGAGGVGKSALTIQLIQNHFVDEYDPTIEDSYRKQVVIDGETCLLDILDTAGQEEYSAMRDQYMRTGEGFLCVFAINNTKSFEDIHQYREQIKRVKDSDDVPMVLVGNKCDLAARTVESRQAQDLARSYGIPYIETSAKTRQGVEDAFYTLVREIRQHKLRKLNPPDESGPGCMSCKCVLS
Rab7 wt GTP bind – modulators of GTP binding to dog Rab7 wildtype GTPase. GST-Rab7 beads, fluorescent GTP binding, flow cytometry; actives lie on both sides; untreated = 100%, excess cold GTP = 0%. GTP binding activity (percent of control), % at 10 µM. actives 0.055% (n = 190,000);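 active means fluorescent GTP binding to Rab7 beads changed by at least 20 points from the 100% baseline, either direction, mostly lower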;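 further: median green fluorescence of bound Bodipy-FL-GTP per Rab7 bead population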
Rac1 act GTP bind – modulators of GTP binding to human Rac1 activated mutant. P63000. GST-Rac1 activated beads, fluorescent GTP binding, flow cytometry; actives lie on both sides; 100% means binding = to untreated wells. percent activity (GTP binding), % at 10 µM. actives 0.11% (n = 190,000). AID 764;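 active means GTP binding at least 20 percentage points away from the 100% baseline, in either direction, so actives lie on both sides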
Rac1 wt GTP bind – alters GTP binding to wildtype human Rac1; actives 0.27% (n = 190,000); GTP binding activity (% of control), % at 10 µM; GST-Rac1 beads, fluorescent GTP binding, flow cytometry; actives lie on both sides; 0 = cold GTP competed, 100 = untreated; AID 757; P63000;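 active means GTP binding activity at least 20 points away from the 100% control level, either lower or higher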
RGS8-Gao reg – modulates binding of RGS8 to human Galphao; P09471; multiplexed bead flow cytometry; actives lie on both sides; response (percent of control binding), % at 10 µM; actives 0.34% (n = 220,000); in the data active means response below about 60% or above about 140%; inactive means in between;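 further: Galphao activated as the GDP aluminium fluoride complex binding bead-coupled RGS8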
Rab2 wt GTP – changes GTP binding to wildtype dog Rab2A, up or down; P61105; GST-Rab2 wt beads, Bodipy-GTP binding, flow cytometry; GTP binding activity, % at 10 µM; actives 0.19% (n = 190,000); AID 760;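 active means GTP binding activity at least 20 points away from 100%, either lowered or raised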;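 further: 0% = beads with excess unlabeled GTP and 100% = no-compound control corrected for plate trend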
Mcl1-Noxa inh – disrupts binding of human Mcl-1 to Noxa peptide | inhibition, % at 21.7 µM | AID 1022 | actives 1.5% (n = 220,000) | TR-FRET Mcl-1/Noxa peptide binding, 2 h;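 active means compounds that cut the protein-peptide binding signal by more than 50% relative to plate controls in a single-dose test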;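 further: His-tagged Mcl-1 with rhodamine Noxa BH3 peptide and terbium anti-His antibody; 0% = Mcl-1 plus Noxa peptide wells and 100% = peptide-only wells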
Pf gamet viab – inhibitors of late stage P. falciparum gametocyte viability; P. falciparum stage V gametocytes, ATP luminescence, 24 h; inhibition, % at 10.9 µM; actives 0.065% (n = 150,000);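 active means inhibition above the mean plus 3 SD of compounds within the control limits, set per campaign, cut at about 38% in these data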;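 further: 0% = DMSO wells and 100% = medium only without gametocytes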
* hit, by the source's call; x = no result given.

SMILES | Bim-Mcl-1 | Cdc42 wt | Mcl1 Bid PPI | HRas wt GTP | Rab7 wt GTP bind | Rac1 act GTP bind | Rac1 wt GTP bind | RGS8-Gao reg | Rab2 wt GTP | Mcl1-Noxa inh | Pf gamet viab
CCCCn1nc(C(=O)Nc2nc3c(s2)CCCC3)c2ccccc2c1=O | -25 | 97 | -24 | 99 | 103 | 96 | 101 | 103 | 97 | 3 | 12
O=[N+]([O-])c1ccccc1/C=N/N1CCN(c2ccc(Cl)cc2)CC1 | -2 | 98 | -24 | 99 | 99 | 99 | 102 | 104 | 98 | 10 | -45
CCc1ccc2[nH]c(=O)c(C(c3nnnn3CC3CCCO3)N3CCCc4ccccc43)cc2c1 (stereo not given) | -3 | 101 | 4 | 97 | 103 | 100 | 101 | 98 | 101 | -3 | -21
O=C(O)CCn1[nH]c(=O)ccc1=O | -6 | 98 | 7 | 99 | 94 | 101 | 104 | 104 | 100 | 13 | -22
CCN1CCN(c2nc3c(c(=O)n(C)c(=O)n3C)n2CCSc2nccc(C)n2)CC1 | -1 | 101 | -2 | 100 | 98 | 97 | 100 | 101 | 100 | 10 | 14
Cc1ccc(C(=O)NCc2ccco2)cc1S(=O)(=O)N1CCOCC1 | -1 | 100 | -32 | 98 | 96 | 99 | 99 | 94 | 97 | 13 | -23
CCOC(=O)C1(Cc2cccc(F)c2)CCN(C(=O)C2CCC2)CC1 | 0 | 103 | -3 | 98 | 98 | 98 | 101 | 103 | 99 | 12 | 2
CCC(C)(C)NC(=O)C(c1ccc(C)cc1)N(CCN1CCOCC1)C(=O)CNC(=O)c1cccs1 (stereo not given) | -3 | 99 | -16 | 103 | 101 | 97 | 101 | 99 | 107 | 0 | 5
Cc1cc2nc(CS(=O)(=O)c3ccccc3)cc(=O)n2[nH]1 | -4 | 100 | -11 | 97 | 94 | 96 | 100 | 106 | 95 | 2 | 1
C=CCNC(=S)N/N=C/c1ccc(-c2ccc(Br)cc2)o1 | -4 | 97 | -90 | 96 | 91 | 98 | 101 | 101 | 97 | 0 | 11
CN(C)/C=N/S(=O)(=O)c1cccn1-c1ncc(C(F)(F)F)cc1Cl | 0 | 100 | -22 | 101 | 105 | 95 | 104 | 99 | 103 | 14 | 9
COc1ccc(CCNC(=O)COC(=O)c2ccc(N3CCCC3=O)cc2)cc1 | 1 | 95 | -3 | 96 | 101 | 94 | 96 | 89 | 96 | 1 | 15
Nc1nc(SCc2ccc3c(c2)OCO3)n[nH]1 | -1 | 98 | -19 | 97 | 99 | 94 | 97 | 91 | 97 | 2 | 1
CC12CCC(C(=O)Nc3cc(F)ccc3F)(CC1=O)C2(C)C (stereo not given) | 0 | 95 | -19 | 99 | 107 | 98 | 97 | 101 | 100 | 10 | 21
COCCn1c(Cc2ccccc2)nnc1SCc1nc2ccccc2c(=O)[nH]1 | 0 | 99 | -6 | 98 | 98 | 95 | 99 | 100 | 97 | 13 | 8
O=C(CCC(=O)NNc1nc2ccccc2c2nc(-c3ccccc3)nn12)NCCCN1CCCC1=O | -1 | 91 | -5 | 94 | 101 | 92 | 96 | 100 | 91 | 15 | -5
CC(NS(C)(=O)=O)C(c1cccs1)N1CCN(c2ccccc2)CC1 (stereo not given) | -7 | 98 | -18 | 100 | 99 | 101 | 107 | 99 | 97 | -2 | x
O=C(c1ccco1)N1CCN(C(c2ccc(Cl)cc2)c2nnnn2Cc2ccccc2)CC1 (stereo not given) | -1 | 102 | 6 | 103 | 98 | 100 | 106 | 103 | 98 | 2 | -6
Cc1ccc(NC(=O)CSc2ncccc2C(=O)Oc2cccc([N+](=O)[O-])c2)cc1Cl | 9 | 105 | -15 | 103 | 104 | 99 | 108 | 102 | 102 | 29 | -1
Cc1ccc(Nc2nc3nonc3[nH]c2=O)cc1 | 0 | 103 | 3 | 101 | 97 | 100 | 100 | 100 | 101 | 15 | 1
COc1ccc(C(=O)NN2C(=O)C3C4C=CC(O4)C3C2=O)cc1 (stereo not given) | 0 | 103 | -31 | 104 | 99 | 101 | 101 | 99 | 104 | 4 | x
Nc1cc2c(cc1C(=O)c1ccccc1F)OCCO2 | 0 | 97 | -10 | 98 | 104 | 97 | 101 | 94 | 95 | 5 | -15
Cc1ccc2nc(/C(C#N)=C/c3cn[nH]c3-c3ccc(F)cc3)[nH]c2c1 | -1 | 100 | -20 | 100 | 96 | 96 | 96 | 101 | 100 | 24 | x
O=C(CSc1nnc(CNc2ccccc2)o1)c1ccc2c(c1)OCCO2 | 1 | 94 | -67 | 97 | 99 | 96 | 97 | 95 | 96 | 9 | x
CCOC(=O)c1cc(-c2ccc(N)cc2)sc1N | -4 | 106 | -12 | 104 | 104 | 99 | 106 | 99 | 105 | -68 | x
CC1CCCCC1NC(=O)c1ccc2c(c1)[nH]c(=O)n2C1CCCC1 (stereo not given) | -4 | 97 | 8 | 99 | 95 | 94 | 97 | 98 | 95 | 82* | x
CS(=O)(=O)N1CCN(c2ccc([N+](=O)[O-])cc2F)CC1 | -3 | 98 | -22 | 95 | 102 | 93 | 97 | 99 | 96 | -2 | 10
CC1=NCCN1S(=O)(=O)c1ccc(Br)c(C)c1 | -3 | 96 | -22 | 101 | 99 | 94 | 95 | 103 | 99 | 6 | -27
Cc1cccc(C(=O)OC(C)CN2CCN(C)CC2)c1 (stereo not given) | -3 | 101 | 5 | 101 | 104 | 96 | 102 | 101 | 102 | 6 | 4
Cc1c(NC(=O)CSc2nc3ccccc3s2)c(=O)n(-c2ccccc2)n1C | -2 | 97 | 0 | 97 | 99 | 96 | 98 | 96 | 96 | 12 | -6
Cc1ccc(S(=O)(=O)N(Cc2ccc(Cl)cc2)c2ccccc2C(=O)NCc2ccco2)cc1 | -2 | 96 | -41 | 97 | 95 | 97 | 100 | 101 | 94 | 10 | 14
O=S(=O)(c1ccc2c(c1)OCCCO2)N1CCNCC1 | -2 | 98 | -2 | 99 | 100 | 97 | 99 | 102 | 97 | 0 | x
C/C(=N/OCO/N=C(\C)c1ccccc1F)c1ccccc1F | -4 | 103 | 0 | 98 | 95 | 102 | 101 | 103 | 97 | -14 | 4
O=C(Nc1ncccc1Cl)C(Sc1ccccc1)c1ccccc1 (stereo not given) | -4 | 100 | -19 | 97 | 100 | 99 | 102 | 104 | 98 | -7 | -42
CCOC(=O)CSc1nnc(C)n1N | 2 | 99 | -40 | 101 | 98 | 102 | 97 | 100 | 99 | -13 | 12
Cc1nc2c(C(F)(F)F)cccc2c2c1CCS2 | -2 | 98 | -2 | 97 | 97 | 96 | 101 | 96 | 94 | 6 | 10
COC(=O)Cc1c(C)c2c(OCc3nn[nH]n3)cc(C)cc2oc1=O | -1 | 93 | 17 | 94 | 96 | 93 | 91 | 100 | 92 | 1 | 10
CCOC(=O)c1cc(CC)sc1N1C(=O)CC(Sc2ccccc2C(=O)O)C1=O (stereo not given) | -9 | 92 | 33 | 96 | 92 | 95 | 97 | 100 | 94 | 32 | -1
O=C1NC(c2ccccc2Cl)Nc2ccccc21 (stereo not given) | 0 | 101 | -7 | 101 | 96 | 100 | 100 | 104 | 100 | -8 | x
FC(F)(F)c1nnc2ccc(NCc3ccccc3)nn12 | -1 | 99 | -1 | 97 | 102 | 97 | 99 | 101 | 97 | 7 | 9
CCCn1c(SCC(=O)N2CCCc3ccccc32)nnc1-c1ccccn1 | -4 | 100 | -25 | 98 | 98 | 98 | 102 | 93 | 98 | 13 | x
Cc1ccsc1/C=C1/NC(=O)N(Cc2ccc(F)cc2)C1=O | 0 | 95 | -18 | 94 | 89 | 97 | 97 | 101 | 94 | -10 | x
Cc1ccc(NC(=O)CSc2nnc(-c3ccccc3C)o2)cc1C | 3 | 95 | 5 | 96 | 96 | 93 | 96 | 101 | 98 | 12 | -8
CCOc1ccccc1C1C(C(N)=O)=C(C)Nc2nc(-c3cccc(C)c3)nn21 (stereo not given) | -2 | 99 | -9 | 98 | 98 | 100 | 97 | 114 | 97 | -5 | x
O=C1CSC(c2ccc([N+](=O)[O-])cc2)N1C1CCCCC1 (stereo not given) | 0 | 96 | 4 | 98 | 100 | 97 | 98 | 103 | 97 | 12 | 3
O=C(O)c1cccc(COc2ccc(CO)cc2Cl)c1 | -2 | 102 | 7 | 102 | 102 | 100 | 101 | 96 | 100 | -1 | x
Cc1ccccc1C(NC(N)=O)c1ccccc1 (stereo not given) | -6 | 105 | 3 | 101 | 100 | 100 | 105 | 100 | 101 | 0 | x
COc1ccc(CNc2oc(COc3ccccc3Cl)nc2C#N)cc1 | -2 | 103 | -54 | 103 | 106 | 97 | 101 | 99 | 103 | -22 | -44
N#CC(c1nc2ccccc2nc1N1CCCC1)S(=O)(=O)c1cccs1 (stereo not given) | 0 | 102 | -2 | 98 | 97 | 101 | 105 | 97 | 102 | 30 | -24
O=C(Nc1nc(-c2ccc(Cl)s2)cs1)c1ccco1 | -5 | 95 | -10 | 94 | 91 | 92 | 91 | 101 | 94 | 33 | -7
(continued)
SMILES | Bim-Mcl-1 | Cdc42 wt | Mcl1 Bid PPI | HRas wt GTP | Rab7 wt GTP bind | Rac1 act GTP bind | Rac1 wt GTP bind | RGS8-Gao reg | Rab2 wt GTP | Mcl1-Noxa inh | Pf gamet viab
CCC(=O)OCc1c(C(F)(F)F)nn(C)c1Sc1ccc(Cl)cc1 | -2 | 102 | -21 | 101 | 102 | 98 | 106 | 102 | 100 | 3 | 6
Cc1ccsc1/C=C1\CCC(C2CCCC2)C1=O (stereo not given) | -1 | 100 | -19 | 100 | 104 | 96 | 105 | 101 | 99 | 10 | -29
CCN(CCCNS(=O)(=O)c1ccc2c(c1)oc(=O)n2C)c1cccc(C)c1 | -1 | 100 | -20 | 100 | 100 | 98 | 103 | 100 | 101 | 6 | x
O=C(NC1CCCCC1)C(c1ccc(F)cc1)N(Cc1cccs1)C(=O)CN1C(=O)c2ccccc2S1(=O)=O (stereo not given) | -6 | 95 | -9 | 100 | 97 | 100 | 102 | 103 | 99 | 3 | 17
CN1C(=O)/C(=C/c2ccccc2OCc2cccc(F)c2)N(C)C1=S | -2 | 101 | -23 | 100 | 96 | 96 | 104 | x | 97 | -5 | x
Cc1cc(=O)oc2c(CN3CCC(C)CC3)c(O)c(Cl)cc12 | -7 | 96 | -28 | 96 | 93 | 95 | 94 | 102 | 94 | 19 | 9
Cc1cc(-c2nnc(SCC(=O)c3ccc(Cl)cc3)o2)no1 | -5 | 100 | -17 | 100 | 102 | 97 | 103 | 100 | 99 | 25 | x
CCCCn1nnc(NC(=O)c2ccc(-c3cccc(Cl)c3)o2)n1 | 0 | 98 | 3 | 96 | 98 | 98 | 99 | 103 | 99 | 0 | x
O=C1c2cccc3c(N4CCCCC4)ccc(c23)C(=O)N1c1ccc(O)cc1 | 2 | 95 | -50 | 95 | 92 | 95 | 99 | 98 | 93 | 15 | -8
